HIF activator – HIF pathway transcriptional activators, primary screen, cell-based, U2OS HRE-luciferase, luminescence | U2OS HRE-luciferase reporter; normalized: DMSO 0%, desferrioxamine 100% | activation, % at 7.5 µM (by protocol) | 300,000 compounds, 0.32% hits;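 active = mean activation of at least 10% of the iron chelator positive control signal, with at least half of replicates also reaching 10%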
HSF1 activator – HSF-1 activators, primary screen, NIH3T3-HGL cells, MG132 stress, luminescence, single point; NIH3T3-HGL HSF-1 luciferase reporter, 8 h; 100% = twice DMSO control signal; activation, % at 9 µM; 300,000 compounds, 1.7% hits;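 active = mean replicate activation of at least 50% with a set share of replicates each reaching 50%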;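 also: 0% = median of the neutral control wells and 100% = twice that signal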
HSP90 refold inh – HSP90 inhibitors, primary screen, cell lysate, luminescence; Heat shock protein HSP 90 (rabbit reticulocyte lysate; luciferase refolding); Rabbit reticulocyte lysate, luciferase refolding luminescence, 3 h; inhibition, % at 5.6 µM; 290,000 compounds, 0.91% hits;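 active = inhibition above the screen-wide mean plus 3 SD, computed separately per campaign, cut at about 16% in these data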;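 also: 0% = DMSO wells and 100% = 60 µM geldanamycin wells; inhibitors lower the luminescence because luciferase stays unfolded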
AI-2 QS modul – Vibrio harveyi AI-2 quorum sensing modulators, primary screen, JMH597 strain, luminescence/OD600 ratio; Vibrio harveyi JMH597 AI-2 luminescence/OD600 ratio, 9 h; stronger effect = lower value; strain lacks LuxN and CqsS sensors; 0 = neutral-control median; activity change, % at 7.5 µM; 300,000 compounds, 0.4% hits; AID 2094, 2009; in the data active = activity change below about -75%, passing the limit was not always enough;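 also: luminescence divided by OD600 gain over 9 h not by final OD600 alone; inactives centre near 13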
GSK3 alpha inh – blockers of GSK3A enzyme activity – biochemical, luminescence, cell-free homogeneous, HTS, primary screen; Glycogen synthase kinase-3 alpha (Homo sapiens), P49840; GSK-3 alpha kinase, ADP-Glo luminescence, 60 min; inhibition, % at 10 µM; 320,000 compounds, 0.1% hits; AID 2650, 2010;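 in the data active = inhibition above about 50%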;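 also: GST-tagged GSK-3 alpha with peptide substrate and 25 µM ATP; 0% = DMSO neutral wells and 100% = GW8510 positive control wells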
Target sequence (P49840 whole entry, looked up): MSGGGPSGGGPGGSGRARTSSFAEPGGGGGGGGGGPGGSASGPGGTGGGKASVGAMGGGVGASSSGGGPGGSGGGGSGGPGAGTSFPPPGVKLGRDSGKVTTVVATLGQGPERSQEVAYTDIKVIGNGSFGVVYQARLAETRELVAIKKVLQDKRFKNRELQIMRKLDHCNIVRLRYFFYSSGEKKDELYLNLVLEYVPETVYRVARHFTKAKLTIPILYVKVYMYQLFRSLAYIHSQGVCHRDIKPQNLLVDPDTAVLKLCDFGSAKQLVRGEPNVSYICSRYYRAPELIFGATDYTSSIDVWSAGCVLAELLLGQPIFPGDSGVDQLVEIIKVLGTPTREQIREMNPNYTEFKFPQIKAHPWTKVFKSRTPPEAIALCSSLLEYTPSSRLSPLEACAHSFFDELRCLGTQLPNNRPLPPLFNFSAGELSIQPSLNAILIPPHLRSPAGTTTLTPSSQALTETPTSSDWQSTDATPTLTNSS
aSyn UTR inh – MLPCN primary screen, SNCA 5' untranslated region | AID 1813, 2009 | alpha-synuclein 5'UTR reporter, inhibitor activity | 300,000 compounds, 0.82% hits | inhibition, % (tested at 7.5 µM); in the data active = inhibition above about 60%;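 also: H4 neuroglioblastoma cells stably carrying SNCA 5'UTR luciferase fusion; 0% = DMSO wells and 100% = positive control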
KLF5 inhibitor – KLF5 expression inhibitors, primary screen, DLD-1 cells, luminescence | DLD-1 KLF5 promoter-luciferase reporter | inhibition, % at 5 µM | 290,000 compounds, 0.23% hits;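 active = inhibition above a per-plate limit of that plate's mean compound inhibition plus 3 SD, cut at about 60% in these data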;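 also: 0% = DMSO wells and 100% = LY294002 at 200 µM; higher means less KLF5 promoter-driven luciferase light; inactives centre near -14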
GSK3B inh – human GSK3beta kinase inhibitors, primary screen, biochemical, cell-free homogeneous, HTS; GST-GSK3beta kinase, ADP-Glo luminescence, 60 min; stronger effect = lower value; activity score (negative = inhibition), % at 10 µM; 300,000 compounds, 0.038% hits;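 active = more than half of replicate wells score below -50%, meaning over 50% inhibition versus plate controls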;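 also: 0% = median DMSO wells and -100% = median GW8510 positive control wells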
Target sequence (P49841 whole entry, looked up): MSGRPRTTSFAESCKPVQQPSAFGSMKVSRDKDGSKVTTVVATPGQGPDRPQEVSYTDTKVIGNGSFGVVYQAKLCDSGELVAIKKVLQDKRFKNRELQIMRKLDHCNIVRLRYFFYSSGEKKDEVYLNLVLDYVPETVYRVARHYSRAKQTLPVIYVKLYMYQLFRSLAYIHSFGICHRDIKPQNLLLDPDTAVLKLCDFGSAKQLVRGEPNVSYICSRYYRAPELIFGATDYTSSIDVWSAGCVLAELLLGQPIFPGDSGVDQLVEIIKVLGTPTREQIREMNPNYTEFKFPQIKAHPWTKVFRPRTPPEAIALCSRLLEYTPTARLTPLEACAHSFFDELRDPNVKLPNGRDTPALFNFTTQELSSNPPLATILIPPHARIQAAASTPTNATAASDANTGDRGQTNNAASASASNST
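Test system: GST-tagged human GSK3beta kinase, cell-free; evaluation: activity score scaled between in-plate DMSO and GW8510 controls; measured by: ADP-Glo luminescence; incubation: 60 min reaction, RT; benchmarks: DMSO and 20 µM GW8510; reagent: peptide substrate plus 25 µM ATP (final); medium: Tris/MgCl2 kinase buffer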
HSF1 inh – HSF1 inhibitors in luciferase reporter cells, primary screen, cell-based, NIH3T3, luminescence. 300,000 compounds, 0.77% hits. AID 2098, 2009. NIH3T3-HGL HSE-luciferase, MG132-induced, luminescence 8 h; stronger effect = lower value. activity change, negative = inhibition, % at 7.5 µM (by protocol);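 active = more than half of replicate wells show activity change below -50%, luminescence cut by over half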;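 also: luciferase reports HSF-1 transcriptional activity via heat shock element; 0% = median of DMSO wells and -100% = zero luminescence signal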
IEC-6 cytotox – cytotoxicity in IEC-6 intestinal epithelial cells, primary screen, cytotoxicity control for KLF5 inhibitor project, cell-based, luminescence | IEC-6 cytotoxicity, luminescence viability | inhibition, % at 5 µM | 290,000 compounds, 0.78% hits | AID 1825, 2009; in the data active = inhibition above about 22%;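 also: 0% = plate median of test compound wells and 100% = cytotoxic reference compound wells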
The depositor's hits bear a star; / = not tested or not shown.

Structure	HIF activator	HSF1 activator	HSP90 refold inh	AI-2 QS modul	GSK3 alpha inh	aSyn UTR inh	KLF5 inhibitor	GSK3B inh	HSF1 inh	IEC-6 cytotox
COc1cc(C(=O)OCC(=O)N2c3ccccc3NC(=O)C2(C)C)ccc1OCC(C)C	-0.4	7	/	53	-2	11	/	-3	4	/
COc1cc2sc3ccc(C#Cc4ccccn4)cc3c(=O)c2cc1OC	1.0	-1	/	10	-2	-40	/	0	0	/
Cc1ccc(S(=O)(=O)N2CCCC2CNC(=O)C(=O)NCc2cccs2)cc1 (stereo unspecified)	0.3	-5	/	-6	-1	1	/	-4	-4	/
O=C(NCCC(=O)N1CCN(S(=O)(=O)c2ccccc2)CC1)c1ccc(Br)cc1	-0.6	2	/	27	8	-2	/	-2	7	/
COC(=O)C1=C(C)N(c2ccc(OC)c(OC)c2)C(=O)/C1=C\c1ccco1	-0.1	2	1	5	0	-26	3	-3	0	-4
COc1ccc(OC)c(-n2c(Cn3c(-c4ccccn4)nc4ccccc43)n[nH]c2=S)c1	-0.2	-22	-2	-49	0	11	-16	2	-8	-4
COc1ccc(CN2CCN(Cc3cccc(OC)c3)C(CCO)C2)cc1 (stereo unspecified)	-0.1	-4	2	14	8	7	-28	0	3	3
COc1ccc(N(C(=O)CNC(=O)c2ccco2)C(C(=O)NCC2CCCO2)c2ccccc2)cc1 (stereo unspecified)	-0.1	-7	-1	43	0	-12	-43	3	-5	3
NNC(=O)/C(=C\c1ccco1)NC(=O)c1ccco1	2.6	-5	-1	11	5	-11	16	-2	-2	70*
CCc1ccc(-c2cnc3ccccc3n2)cc1NC(=O)CNC(=O)c1ccccc1	1.5	-31	6	21	1	-16	-100	2	-22	-1
COC(=O)c1cccc(C#CC(NP(=O)(c2ccccc2)c2ccccc2)c2ccccc2)c1 (stereo unspecified)	0.3	31	/	18	0	15	/	-1	20	/
COc1ccc(C(=O)c2ccc(Cl)cc2)cc1	2.5	-4	6	1	-2	-38	2	-2	18	8
CCN1CCN(C(=O)C2(NC(=O)Nc3cccc(F)c3)CCCCC2)CC1	0.4	15	-3	-1	-2	13	-19	-1	5	1
NC1=C([N+](=O)[O-])C(c2ccc(F)cc2)C2=C(CCCC2=O)O1 (stereo unspecified)	-0.1	39	1	68	-2	2	7	-1	0	-3
CS(=O)(=O)N(CC(=O)Nc1cccc(F)c1)c1cccc([N+](=O)[O-])c1	-0.4	6	-1	13	-2	-10	-16	0	6	1
CCn1nnc(NC(=O)c2ccc(C(C)(C)C)cc2)n1	1.8	32	5	21	1	-112	-91	1	23	11
CCc1ccc(NC(=O)CSc2nnnn2C)cc1	2.0	15	1	20	-2	-132	-109	-1	13	3
CC(C)CC(NC(=O)C1CCC(C)CC1)C(=O)Nc1cccnc1 (stereo unspecified)	-0.2	-5	3	21	1	14	-1	0	-12	7
O=C(CN1CCC(n2cnc3cc(F)ccc32)CC1)Nc1ccccc1Br	0.0	-1	-7	-2	1	11	1	3	2	-11
Cc1cc(NC(=O)C2CCN(S(=O)(=O)Cc3ccccc3)CC2)ccc1-n1cnnn1	-3.6	-10	-3	20	1	10	-5	2	-1	3
Cn1cccc1/C=N/NC(=O)c1cc2ccccc2cc1O	0.7	33	0	0	3	-82	-82	-1	5	-2
C/C(=N\NC(=S)NC(C)C)c1ccco1	0.7	3	1	9	0	8	-16	2	4	-2
CCN(CC)S(=O)(=O)c1ccc(NC(=O)C2c3ccccc3Oc3ccccc32)cc1	/	-4	8	5	/	20	6	1	-6	1
O=C(c1ccco1)N1CCN(C2CC(=O)N(c3ccc4c(c3)OCO4)C2=O)CC1 (stereo unspecified)	0.4	0	3	38	0	5	8	0	-11	-8
CC[C@H](C)[C@H](NC(=O)CNC(=O)COc1cc2c(c3oc(=O)cc(C)c13)CCC(C)(C)O2)C(=O)O	-1.0	15	3	6	0	4	-12	2	-5	-1
Cc1cc(N)n2ncc(-c3ccccc3)c2n1	3.9	9	-2	8	2	-149	-178	2	31	4
O=C(NC(=S)Nc1ccccc1N1CCCCC1)c1ccc(F)cc1Cl	-0.1	-14	1	-3	-3	-12	-58	1	-20	9
O=C(CCS(=O)(=O)c1ccc(Cl)cc1)NCCc1c[nH]c2ccccc12	-0.5	10	-2	25	-2	-20	-10	2	-2	2
Cc1cc(=O)[nH]c(Nc2cccc(Cl)c2C)n1	0.8	7	-2	4	-2	11	-24	-1	4	6
CCOC(=O)N1CCN(c2c(Nc3cc(C)[nH]n3)c(=O)c2=O)CC1	0.2	11	1	10	5	-1	-1	1	14	2
CN(C)c1nc2c(c(=O)[nH]c(=O)n2C)n1CCCc1ccccc1	0.7	15	1	-4	2	29	-27	-2	-3	5
NC(=O)c1ccccc1OCC(=O)O	0.6	0	-1	18	-1	-5	-30	4	-1	0
O=C(OCC(=O)c1c[nH]c2ccccc12)c1ccc([N+](=O)[O-])s1	0.3	19	-1	-99*	1	-32	-18	0	15	-1
Cc1ccnc2nc(C(=O)Nc3nc(-c4ccccn4)cs3)nn12	0.7	7	-1	96	0	-17	-25	-5	-7	-2
C/C(CC(=O)Nc1ccc2c(c1)OCO2)=N\NC(=O)c1ccc(N)cc1	0.2	25	-2	0	-1	-10	-59	-29	6	4
CCn1c2ccccc2c2cc(NC(=O)C(C)Oc3ccc(OC)cc3)ccc21 (stereo unspecified)	-0.3	-8	6	7	0	24	16	3	4	1
Cc1ccc(C)c(S(=O)(=O)N2CCN(C(=O)c3cc(S(=O)(=O)NCc4ccccc4)ccc3C)CC2)c1	0.2	1	1	2	-1	27	7	0	-1	-3
CCOc1cccc2c1OC(c1cc(OC)c(OC)c(OC)c1)N1N=C(c3ccc(C)o3)CC21 (stereo unspecified)	2.4	25	1	33	-46	-219	-2	1	23	-1
CCOC(=O)c1cc(S(=O)(=O)N2CCOCC2)cn1C	0.2	1	-4	15	1	-13	-19	3	-3	0
CCOC(=O)C1=C(C)NC2=C(C(=O)C(C(=O)OCC)C(c3ccc(OC)cc3)C2)C1c1ccccn1 (stereo unspecified)	-0.1	-1	-2	19	-5	-17	-24	-2	-1	-5
CCCCOC(=O)c1ccc(NC(=O)/C=C/c2cccs2)cc1	0.0	3	-1	18	-1	-88	-122	-4	22	2
COc1ccc(S(=O)(=O)NC2CC(=O)N(c3ccc4c(c3)OCCO4)C2)cc1 (stereo unspecified)	0.0	-4	/	12	-3	-2	/	5	0	/
Cc1ccc(C)c(N2CCN(C(=O)c3ccc4c(=O)n5c(nc4c3)CCCCC5)CC2)c1	-0.3	1	0	55	/	19	-6	1	-4	16
S=C(NCCCN1CCOCC1)NC1CCCC1	-0.5	1	2	8	5	2	-22	-3	1	0
CC1CCCN(c2nc3c(c(=O)n(C)c(=O)n3C)n2CCSc2nc3ccccc3s2)C1 (stereo unspecified)	-0.3	-4	1	3	17	3	-40	-6	4	-7
Cc1cccc(NC(=S)Nc2ccc(Cl)c(Cl)c2)c1	2.0	22	-2	46	-2	-115	-28	1	9	7
O=C(Nc1ccc2c(c1)nc1n2CCSC1)c1ccccc1	-0.2	29	12	19	1	13	-94	-1	10	8
CCC(=O)Nc1nnc(SCC(=O)NCC2CCCO2)s1 (stereo unspecified)	-0.3	1	-1	-7	0	0	1	-23	-6	-5
Cc1nc([N+](=O)[O-])c(C(=O)O)n1C	-0.3	-5	-3	14	0	-4	-3	3	-9	-7
CCOC(=O)C1(S(=O)(=O)c2ccc(Cl)cc2)CCN(Cc2ccc(Cl)cc2)CC1	-0.3	7	5	26	1	37	-27	-2	8	-2
CC(NC(=O)c1ccc(N(C)C)c([N+](=O)[O-])c1)c1ccc(-n2ccnc2)cc1 (stereo unspecified)	1.2	-9	-1	10	1	-5	-3	-5	-7	10
Cc1cc(-c2ccccc2)n2ncc(C#N)c2n1	-0.3	5	-2	15	1	8	-18	4	-5	9
COc1ccc2cnn(-c3ccc(OC(F)(F)Cl)cc3)c(=O)c2c1OC	1.7	4	0	19	-1	-70	12	-1	10	-1

Some entries already given, limited to GSK3 alpha inh:
SMILES	GSK3 alpha inh
O=C(CN1CCC(n2cnc3cc(F)ccc32)CC1)Nc1ccccc1Br	1
Cn1cccc1/C=N/NC(=O)c1cc2ccccc2cc1O	3
